EPAC2 antag – EPAC2 (human) antagonism. EPAC2 GEF exchange of Rap1B-BODIPY-GDP, fluorescence. Potency, µM (titrated, usually from 114 µM), for inactives: at the top dose activity, negative = inhibition, hits mostly inhibitors. hit rate 0.18% among 360,000. AID 720708; note: potency is the fitted concentration of half-maximal effect; % is set by controls: 0 for no effect and ±100 for the full control effect; nearly all actives have a fitted effect of over 45% in size; many of its hits are not listed in these tables
Target sequence (Q8WZA2 whole entry, looked up): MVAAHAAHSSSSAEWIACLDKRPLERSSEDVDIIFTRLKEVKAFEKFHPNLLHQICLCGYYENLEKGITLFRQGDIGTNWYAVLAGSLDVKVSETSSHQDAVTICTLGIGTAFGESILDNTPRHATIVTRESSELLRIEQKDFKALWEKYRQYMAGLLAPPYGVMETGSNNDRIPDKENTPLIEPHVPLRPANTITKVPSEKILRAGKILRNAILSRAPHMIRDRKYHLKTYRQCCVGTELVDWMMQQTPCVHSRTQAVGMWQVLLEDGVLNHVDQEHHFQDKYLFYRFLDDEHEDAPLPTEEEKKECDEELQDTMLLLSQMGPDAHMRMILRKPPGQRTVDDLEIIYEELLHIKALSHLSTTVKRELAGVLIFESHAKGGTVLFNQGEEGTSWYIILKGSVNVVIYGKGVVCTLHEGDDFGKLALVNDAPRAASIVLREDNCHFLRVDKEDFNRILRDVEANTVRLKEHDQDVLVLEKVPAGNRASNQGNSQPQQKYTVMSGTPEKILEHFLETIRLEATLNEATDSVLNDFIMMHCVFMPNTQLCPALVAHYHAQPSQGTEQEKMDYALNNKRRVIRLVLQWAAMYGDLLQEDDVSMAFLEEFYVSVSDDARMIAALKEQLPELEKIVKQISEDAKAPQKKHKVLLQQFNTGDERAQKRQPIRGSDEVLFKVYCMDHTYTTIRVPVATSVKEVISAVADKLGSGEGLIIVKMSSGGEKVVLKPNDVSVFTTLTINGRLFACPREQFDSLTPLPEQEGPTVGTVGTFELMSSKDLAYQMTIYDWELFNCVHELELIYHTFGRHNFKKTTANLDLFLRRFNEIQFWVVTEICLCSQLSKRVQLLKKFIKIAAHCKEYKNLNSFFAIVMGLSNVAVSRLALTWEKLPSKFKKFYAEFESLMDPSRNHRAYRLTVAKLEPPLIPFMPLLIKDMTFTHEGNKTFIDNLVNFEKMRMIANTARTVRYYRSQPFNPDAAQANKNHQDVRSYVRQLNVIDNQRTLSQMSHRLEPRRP
D3 ag – agonists of human D3 dopamine receptor; P35462; D3R DiscoveRx beta-arrestin cells, luminescence, 90 min; max activation, %; hit rate 0.58% among 410,000; AID 652048; in the data active = max activation above about 30%; note: 0% is about no effect; mostly tested at two doses, the higher about 12 µM
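Agonist mode: compounds and dopamine controls were applied to plated cells for 90 min at 37 degrees C after an overnight attachment at 1500 cells/well. Luminescent read-out followed 30 - 60 minutes at room temperature with DiscoveRx detection reagent.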
TDP43 rescue – TDP-43 toxicity inhibition in yeast; TDP-43 expressing yeast growth rescue, BacTiter-Glo, 24 h; Potency, µM (series often up to 46.1 µM), for inactives: top-dose growth rescue (activation), hits mostly activators; hit rate 1.8% among 410,000; AID 652104; note: potency is the fitted concentration of half-maximal effect; % of control where 0% means no effect; nearly all actives have a fitted effect of over 50% in size
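Yeast cells expressing TDP-43 under galactose induction are exposed to compounds for 24 hr at 30 deg C. BacTiter-Glo luminescence measures growth, so protective compounds score as activators.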
aSyn rescue – inhibitors of alpha-synuclein toxicity in yeast | Yeast expressing alpha-synuclein, growth rescue, BacTiter-Glo, 24 h | AID 652106 | Potency, µM (series often up to 46.1 µM), for inactives: top-dose growth rescue (activation), most hits filed as activators | hit rate 0.14% among 370,000; note: potency is the fitted concentration of half-maximal effect; % of control where 0% means no effect; nearly all actives have a fitted effect of over 65% in size
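Galactose-induced alpha-syn yeast (OD600=0.02, raffinose-pregrown) + pinned cpd, 24 hr, 30 deg C; growth by BacTiter-Glo luminescence. Growth restoration scores as activation.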
EPAC2 agonist – activates human EPAC2 exchange factor | Q8WZA2 | EPAC2 activation, biochemical qHTS; response scale: 100% = 6.5 mM cAMP response | Potency, µM (highest dose often 154 µM), for the others: at the top dose activation, most hits filed as activators | hit rate 0.079% among 360,000; note: potency is the fitted concentration of half-maximal effect; nearly all actives have a fitted effect of over 50% in size
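Setup: EPAC2 100 nM, labeled Rap1B complex 250 nM, free GDP 50 uM. Compound titrations pinned in, brief spin, 5 min room temperature incubation. Kinetic fluorescence read over 30 min, normalized to 6.5 mM cAMP.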
D3 antag – D3 dopamine receptor (human) antagonism; P35462; D3R cells, DiscoveRx beta-arrestin luminescence, antagonist mode; hits give low values; max response, negative = inhibition, %; hit rate 2.5% among 360,000; in the data active = max response below about -50%; inconclusive = no clear call, values can overlap the other calls; note: % is set by controls: 0 for no effect and ±100 for the full control effect; mostly tested at two doses, the higher about 12 µM
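Cells expressing the human receptor were seeded at 1500 cells/well, incubated overnight at 37 degrees C in 5% CO2, then exposed to library compounds with dopamine controls for 90 minutes at 37 degrees C before luminescent detection.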
FUS yeast rescue – FUS proteinopathy suppression in yeast. Potency, µM (series often up to 76.6 µM), without a hit: top-dose growth rescue (activation), most hits filed as activators. hit rate 0.24% among 390,000. AID 1347120. S. cerevisiae FUS-expressing, growth rescue, OD600, 24 h;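 note: potency is the fitted concentration of half-maximal effect; plate controls were DMSO vehicle for no effect and reference control for full effect; nearly all actives have a fitted effect of over 55% in size; some results filed as inactive show a strong effect at the top dose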
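Absorbance at 600 nm, taken 24hr after compound addition, measured rescue of FUS-yeast growth at 30C. Induction used 2% galactose with seeding at OD 0.005. Controls: CP55940 from 92uM final, DMSO only.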
Abeta rescue – restores growth of yeast expressing A-beta42 peptide; Potency, µM (doses to about 46.1 µM), inactives show top-dose growth rescue, actives largely listed as activators; hit rate 0.063% among 410,000; yeast expressing A-beta42, growth rescue, OD600, 48 h; response scale: 0% DMSO, 100% iron-clioquinol control; note: potency is the fitted concentration of half-maximal effect; nearly all actives have a fitted effect of over 55% in size
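Yeast growth medium received pinned compounds, then yeast cells expressing toxic A-beta were added; plates incubated at 30 C for 48 hr. Growth read as absorbance at 600 nm, normalized to DMSO and equimolar FeCl3 plus clioquinol controls.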
Numbers without * were called inactive; ? = inconclusive; · = not tested or not shown; [ ] = remark or other dose. Unless noted, calls come from the whole dose curve; as a rule, active = well fitted curve in the direction sought with a large enough effect; inconclusive = small, poorly fitted or top-dose-only effect, or another doubt; inactive = no such curve, though single readings can be large; an effect the other way counts as inactive or inconclusive. This is a subset. The share of hits here may be higher or lower than overall.

SMILES	EPAC2 antag	D3 ag	TDP43 rescue	aSyn rescue	EPAC2 agonist	D3 antag	FUS yeast rescue	Abeta rescue
Cc1ccc2c(c1)N(CC(=O)NCCc1ccccc1)C(=O)c1cccnc1O2	-4%	0	20%	-3%	2%	8	9%	-6%
COc1cccc(NC(=O)c2cnn(-c3ccccc3)c2C)c1	-10%	9	20µM*	3%	10%	9	-7%	-25%
CCOC(=O)c1ccccc1NC(=O)COC	11%	-5	0%	1%	10%	-29	-10%	-13%
COc1cc(/C=N/n2cnn(Cc3ccccc3Cl)c2=S)cc(OC)c1OC	6%	-3	-20%[9.22 µM]	2%	15%	-13	20%	-17%
CC(C)Cn1c(N)c(C(=O)CSc2ncn[nH]2)c(=O)n(C)c1=O	0%	1	-27%	-4%	-2%	4	11%	-3%
N/C(=N\OC(=O)c1ccco1)c1cccnc1	8%	25	-10%	1%	7%	3	-9%	-20%
CC(=O)Oc1c(Cl)c(N2CCOCC2)c(OC(C)=O)c2ccccc12	7%	-2	10µM*	-1%	2%	16	10%	-13%
COCCn1c(-c2ccc(C)cc2)nc2oc3cc(OC)ccc3c(=O)c2c1=O	-1%	0	-5%	-4%	12%	7	21%	-1%
Cc1ccc(C)c(Cn2nc(-c3ccccc3)ccc2=O)c1	?	-6	-2%	8%	11%	6	36%	-3%
COc1ccccc1N1CCN(C(=O)c2oc3cc(C)c(C)cc3c2C)CC1	-5%	8	-12%	-1%	-17%	-6	12%	6%
Cc1sc2ncn(CC(=O)NCc3ccccn3)c(=O)c2c1S(=O)(=O)N1CCOCC1	3%	-4	13%	0%	4%	2	1%	17%
CCC[C@H]1CN(c2ccccc2)C(=O)[C@@H]1CC(=O)Nc1ccc(Br)cc1	0%	2	16%	-1%	13%	3	-19%	3%
CC/C=C/C(=O)N1CC2(CC(c3cccc(NC(=O)CC)c3)=NO2)C[C@H]1C(N)=O (stereo not given in full)	-7%	0	3%	-4%	-1%	0	-1%	-4%
Oc1ccc(-c2cn3c(n2)SCC3)cc1O	5%	3	0%	0%	-11%	-9	·	-9%
CCOC(=O)c1c(C)n(C)c2ccc(OC)c(NC(=O)CCN3CCC(Cc4ccccc4)CC3)c12	0%	-21	8%	8%	2%	-120*	4%	-7%
COc1cc(C(=O)NNC(=O)c2ccc(F)cc2)ccc1OCC(=O)N1CCOCC1	-5%	-3	13%	-17%	7%	-12	9%	8%
CCc1cccc(NC(=O)C2CCN(S(=O)(=O)c3cccc(-c4noc(C)n4)c3)CC2)c1	·	-15	-24%	·	·	·	?	-14%
COc1ccccc1C(=O)NCC(=O)OCC(=O)c1ccc(Cl)s1	0%	-7	0%	0%	19%	0	42%	5%
O=C1Nc2ccccc2OC1CC(=O)N1CCOCC1 (stereo not given)	-2%	-9	2%	0%	2%	-9	-11%	-17%
CCN1CC2=C(OC(N)=C(C#N)C2c2ccccc2)/C(=C\c2ccccc2)C1 (stereo not given)	-10%	-18	25%	-1%	13%	-11	13%	12%
COc1ccc(N2CCN(C(=O)NCc3ccc(OC)c(Cl)c3)CC2)cc1	4%	1	-21%	-12%	-6%	-10	14%	1%
C=CCn1c(SCC(=O)Nc2cccc3ccccc23)nc(O)c(CC)c1=O	0%	-3	-5%	2%	-2%	-1	28%	10%
O=C1CC(c2ccccc2)=C(c2ccccc2)C1c1ccccc1 (stereo not given)	-1%	-5	0%	-4%	5%	-22	·	13%
CCc1ccc(NC(=O)/C(C#N)=C/c2cn(CC(=O)O)c3ccccc23)cc1	-1%	1	?	0%	8%	-2	-1%	3%
Cc1ccc(S(=O)(=O)c2nnn3c2nc(NC(C)C)c2sccc23)cc1	·	-10	-3%	·	·	·	-14%	-6%

Following part.
SMILES	EPAC2 antag	D3 ag	TDP43 rescue	aSyn rescue	EPAC2 agonist	D3 antag	FUS yeast rescue	Abeta rescue
CN(C)CCNCCCNc1c2ccccc2nc2cccc([N+](=O)[O-])c12	4%	-16	?	-8%	-1%	1	·	-11%
COc1ccc(CC(=O)NCc2nc3cccnc3n2Cc2ccc(C)cc2)cc1	·	14	10%	·	·	·	-23%	-10%
Cc1cccc(C)c1NC(=O)C(c1ccccc1OC(F)(F)F)N1CCN(C)CC1 (stereo not given)	5%	-8	-2%	0%	11%	-24	-5%	-13%
Cc1nc(-c2ccc(S(=O)(=O)N3CCN(c4cc(Cl)ccc4C)CC3)cc2)co1	·	-3	13%	?	·	·	23%	-1%
COc1cc2c(cc1OC)C(c1cccnc1)CC(=O)N2 (stereo not given)	-16%	5	5%	-2%	0%	2	-18%	15%
CCOC(=O)C1=C(COC(=O)/C=C/c2ccc(OC)cc2OC)NC(=O)NC1C (stereo not given)	-3%	1	23%	12%	2%	53	·	6%
CC1CCN(CC(=O)Nc2ccccc2C(=O)c2ccccc2)CC1	-29%	-11	-18%[0.397 µM]	1%	-1%	-10	-6%	1%
COc1ccc(N2CCN(C(=O)c3ccc(N(C)S(=O)(=O)c4ccc(C)cc4)cc3)CC2)cc1	-1%	0	13µM*	2%	28%	1	?	-6%
CN1CCN(c2ccc(-c3cc(NC=O)c4ncc(-c5ccccc5)n4c3)cc2)CC1	-9%	-14	-6%	-7%	27%	-54*	2%	-19%
Cc1ccc(CNn2cnnc2SCC(=O)NC(C)(C)C)cc1	9%	-2	-2%	6%	-1%	15	15%	4%
Cc1onc(-c2c(Cl)cccc2Cl)c1C(=O)N1CCSCC1	-6%	11	2%	0%	6%	3	7%	-3%
COc1ccc(NS(=O)(=O)c2cnc(N)nc2)cc1Cl	·	-2	-3%	·	·	·	-6%	-35%[inhibitor]
CN(c1ccc(C(=O)NCCSC(C)(C)C)cc1)S(C)(=O)=O	-2%	2	4%	-1%	13%	7	-18%	8%
CCO[C@@H]1OC(C(=O)N2CCN(Cc3ccc4c(c3)OCO4)CC2)=C[C@H](C2CC2)[C@H]1CCCO	7%	-9	14%	-10%	6%	6	-11%	-4%
COC(=O)CSc1nc(N)nc(C)c1Br	0%	-2	26%	0%	6%	-6	11%	-3%
c1ccc(COc2ncnc3c2ncn3CCCNCc2cccs2)cc1	-3%	5	15%	-13%	1%	3	21%	0%
CCOc1ccc(N2CC(C(=O)N/N=C/c3sccc3C)CC2=O)cc1 (stereo not given)	-6%	3	21%	1%	10%	1	18%	5%
O=C1[C@H]2[C@@H](c3ccc(C(F)(F)F)cc3)N[C@]3(CCCN(Cc4ccc(Br)cc4)C3=O)[C@H]2C(=O)N1Cc1ccccc1	-11%	9	9%	-11%	-3%	30	39%	?
CCOC(=O)C1CCN(S(=O)(=O)c2cc(F)ccc2OC)CC1	-5%	-3	2%	-1%	7%	2	6%	11%
O=C(NC1=NCCS1)C1CCN(S(=O)(=O)c2ccc(Cl)cc2)CC1	8%	1	-4%	-6%	3%	11	-9%	-11%
COc1cc(C(=O)Nc2nnc(S(=O)(=O)N(C)c3ccccc3)s2)cc(OC)c1OC	·	-8	12%	·	·	·	?	3%
Cc1ccc(C(=Cc2ccc([N+](=O)[O-])cc2)C(=O)O)cc1	-8%	-8	19%	-5%	14%	-19	-16%	-4%
COC(=O)c1sccc1-n1cccc1C(=O)C(=O)N1CCOCC1	26%	-14	-19%	-6%	-1%	-10	-11%	2%
Cc1ccc(N2CCN(CC(O)COc3ccc([N+](=O)[O-])cc3)CC2)cc1 (stereo not given)	2%	-8	-15%	3%	-4%	1	1%	-10%
Cc1ccc(-c2ccc(CO)o2)cc1N	3%	1	0%	4%	1%	7	6%	10%

Further structures.
SMILES	EPAC2 antag	D3 ag	TDP43 rescue	aSyn rescue	EPAC2 agonist	D3 antag	FUS yeast rescue	Abeta rescue
CC1CCN(CCc2nc3cc(NC(=O)Nc4ccccc4)ccc3n2C)CC1	0%[57.1 µM]	-5	-1%	-1%	5%	-60*	-4%	1%
CC(C)C(=O)Nc1ccc(NC(=S)NC(=O)c2ccccc2F)cc1	16%	-5	-20%	-2%	-13%	-18	·	0%
COc1ccc(CN2C[C@@H](CO)O[C@@H](n3cnc4c(N5CCN(CCO)CC5)ncnc43)C2)cc1	6%	-1	6%	-9%	13%	-17	-9%	-16%
CCn1cc(Br)c(C(=O)NC(C)c2ccccc2)n1 (stereo not given)	1%	5	-5%	-27%	8%	5	-13%	12%
Cc1ccc(S(=O)(=O)CCC(=O)N2CCN(c3nc4c(C)c(Cl)ccc4s3)CC2)cc1	·	0	10%	·	·	·	2%	-12%
CCOC(=O)CSc1nnc(NC(=O)C2CC(=O)N(c3ccc(F)cc3)C2)s1 (stereo not given)	6%	-4	-5%	-7%	16%	-16	?	3%
O=C(Nc1ccccn1)C1CCCN(c2ncnc3c2nc2n3CCCCC2)C1 (stereo not given)	-1%	13	20%	7%	-4%	24	-4%	-7%
Cc1nnc(SCC(=O)c2ccc(Cl)cc2)n(N)c1=O	17%	3	-5%	-9%	8%	0	4%	-14%
O=C(CSc1nnc(CNC(=O)c2cccs2)o1)c1ccc(Cl)cc1	17%	3	-8%	2%	10%	7	4%	10%
O=C(COC(=O)Cn1cnc2ccccc21)Nc1ccc(Br)cc1	-16%	4	20%	-6%	10%	-20	-3%	10%
O=C(OCC(=O)N1CCc2ccccc21)c1cc(S(=O)(=O)N2CCOCC2)ccc1F	-3%	2	-5%	9%	1%	9	-5%	2%
Cc1ccc(CN2CCCC(CO)(Cc3ccccc3C)C2)s1 (stereo not given)	7%	-14	-21%[0.397 µM]	-1%	8%	0	22%	-2%
COc1cc(/C=C2\COC/C(=C\c3cc(OC)c(OC)c(OC)c3)C2=O)cc(OC)c1OC	-19%	-12	-2%	9%	3%	-63*	29%	-26%
CC1CCc2c(C(=O)NCCCN3CCOCC3)csc2C1 (stereo not given)	-2%	20	-21%	1%	-8%	5	-13%	8%

Arranged by molar mass (descending): some entries from above.
SMILES	EPAC2 antag	D3 ag	TDP43 rescue	aSyn rescue	EPAC2 agonist	D3 antag	FUS yeast rescue	Abeta rescue
Cc1ccc(S(=O)(=O)CCC(=O)N2CCN(c3nc4c(C)c(Cl)ccc4s3)CC2)cc1	·	0	10%	·	·	·	2%	-12%
O=C(OCC(=O)N1CCc2ccccc21)c1cc(S(=O)(=O)N2CCOCC2)ccc1F	-3%	2	-5%	9%	1%	9	-5%	2%
CCOC(=O)CSc1nnc(NC(=O)C2CC(=O)N(c3ccc(F)cc3)C2)s1 (stereo not given)	6%	-4	-5%	-7%	16%	-16	?	3%
CC1CCN(CCc2nc3cc(NC(=O)Nc4ccccc4)ccc3n2C)CC1	0%[57.1 µM]	-5	-1%	-1%	5%	-60*	-4%	1%
Cc1nnc(SCC(=O)c2ccc(Cl)cc2)n(N)c1=O	17%	3	-5%	-9%	8%	0	4%	-14%

Assay outcomes (PubChem)
